JMJD2A Tudor inh: JMJD2A Tudor domain (human) inhibition. 390,000 compounds, 4.4% hits. AID 504339. O75164. Potency, µM (highest dose often 114 µM), for inactives: at the highest dose activity change, negative = inhibition, most hits filed as inhibitors. AlphaScreen JMJD2A-Tudor / H3K4me3 peptide binding; also: % is scaled to controls: 0 for no effect and ±100 for the full control effect; nearly all actives have a fitted effect of over 50% in size
G9a block: blocks human histone lysine methyltransferase G9a; G9a H3K9 monomethylation, AlphaScreen, 2 h; Potency, µM (doses to about 102 µM), for inactives: at the top dose activity, negative = inhibition, actives largely listed as inhibitors; 350,000 compounds, 8.8% hits; AID 504332; also: % is scaled to controls: 0 for no effect and ±100 for the full control effect; nearly all actives have a fitted effect of over 75% in size
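AlphaScreen detection with an anti-monomethyl H3K9 antibody quantified product after a 2 h room-temperature reaction containing 500 nM biotinylated H3K9 peptide, 20 µM SAM and 20 nM enzyme, which had been preincubated 15 min with compound.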
APEX1 inh: blocks human APE1 abasic DNA cleavage; recombinant APE1, TAMRA/BHQ-2 abasic DNA cleavage fluorescence; Potency, µM (titrated, usually from 65.8 µM), inactives show at the highest dose activity change, negative = inhibition, hits mostly inhibitors; 350,000 compounds, 0.35% hits; AID 2517;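 also: plate controls were vehicle for no effect and reference inhibitor for full effect; nearly all actives have a fitted effect of over 55% in size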
Target sequence (P27695 whole entry, looked up): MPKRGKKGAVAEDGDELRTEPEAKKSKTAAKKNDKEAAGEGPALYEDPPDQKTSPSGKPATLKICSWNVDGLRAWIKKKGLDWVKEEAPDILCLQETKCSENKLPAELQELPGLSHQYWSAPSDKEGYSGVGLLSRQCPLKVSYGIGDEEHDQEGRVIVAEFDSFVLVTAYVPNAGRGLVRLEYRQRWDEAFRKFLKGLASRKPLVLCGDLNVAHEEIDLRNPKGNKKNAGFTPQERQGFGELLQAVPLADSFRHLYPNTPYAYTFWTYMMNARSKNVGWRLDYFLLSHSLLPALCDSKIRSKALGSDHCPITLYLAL
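Enzyme (0.75 nM final) and test compound are incubated 15 min at room temperature before adding 50 nM quenched THF abasic-site duplex. Cleavage dequenches TAMRA, followed at 525/598 nm over three reads one minute apart.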
Pol beta inh: blocks human DNA polymerase beta activity. P06746. Pol beta primer extension/strand displacement, fluorescence kinetic. Potency, µM (titrated, usually from 114 µM), without a hit: at the highest dose activity change, negative = inhibition, hits mostly inhibitors. 340,000 compounds, 1.3% hits. AID 485314; also: % is scaled to controls: 0 for no effect and ±100 for the full control effect
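Preincubation: enzyme (10 nM) with compound, 15 min, RT. Reaction: substrate added to 50 nM final. Reads: 0 and 10 min. Analysis: normalized, Hill fit.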
BLM inh: inhibitors of human Bloom syndrome helicase BLM. P54132. recombinant BLM DNA unwinding, fluorescence dequenching. Potency, µM (series often up to 56.1 µM), for inactives: at the top dose activity change, negative = inhibition, hits mostly inhibitors. 350,000 compounds, 0.2% hits;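 also: plate controls were vehicle for no effect and no enzyme for full effect; nearly all actives have a fitted effect of over 35% in size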
BAZ2B block: blocks human BAZ2B; 360,000 compounds, 4.4% hits; Q9UIF8; Potency, µM (series often up to 114 µM), for the others: at the highest dose activity change, negative = inhibition, usual class: inhibitors; AlphaScreen BAZ2B-H3K14Ac peptide displacement; also: % is scaled to controls: 0 for no effect and ±100 for the full control effect; nearly all actives have a fitted effect of over 60% in size
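In this displacement format the biotinylated H3(5-23) peptide acetylated at Lys14 serves as ligand at 50 nM, with BAZ2B at 50 nM in PBS pH 7.4 containing 0.01% Tween-20. Donor and acceptor beads are 10 ug/mL final.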
POLK inh: blocks human DNA polymerase kappa activity | Q9UBT6 | Potency, µM (highest dose often 107 µM), without a hit: at the highest dose activity, negative = inhibition, hits mostly inhibitors | 400,000 compounds, 0.53% hits | purified Pol kappa, fluorescent DNA synthesis assay, 10 min; also: % is scaled to controls: 0 for no effect and ±100 for the full control effect
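10 nM Pol kappa preincubated 15 min at room temperature with compounds, then reaction started with substrate at 50 nM final. Fluorescence read kinetically at 0 and 10 min; buffer-only wells served as negative control.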
POLI inh: inhibitors of human DNA polymerase iota; Q9UNA4; Potency, µM (series often up to 115 µM), for inactives: top-dose activity, negative = inhibition, actives largely listed as inhibitors; AID 588590; 390,000 compounds, 1% hits; Pol iota fluorescent replication assay, 10 min
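Fluorescent replication assay read twice, at 0 min and 10 min after adding 50 nM (final) substrate. Enzyme (10 nM) and compounds were first incubated 15 min at room temperature; enzyme-free buffer wells were negative controls.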
Pol eta inh: inhibitors of human DNA polymerase eta | recombinant Pol eta, fluorescent DNA replication assay | Potency, µM (titrated, usually from 114 µM), inactives show at the highest dose activity change, negative = inhibition, hits mostly inhibitors | 390,000 compounds, 1.2% hits | Q9Y253; also: % is scaled to controls: 0 for no effect and ±100 for the full control effect
Target sequence (Q9Y253 whole entry, looked up): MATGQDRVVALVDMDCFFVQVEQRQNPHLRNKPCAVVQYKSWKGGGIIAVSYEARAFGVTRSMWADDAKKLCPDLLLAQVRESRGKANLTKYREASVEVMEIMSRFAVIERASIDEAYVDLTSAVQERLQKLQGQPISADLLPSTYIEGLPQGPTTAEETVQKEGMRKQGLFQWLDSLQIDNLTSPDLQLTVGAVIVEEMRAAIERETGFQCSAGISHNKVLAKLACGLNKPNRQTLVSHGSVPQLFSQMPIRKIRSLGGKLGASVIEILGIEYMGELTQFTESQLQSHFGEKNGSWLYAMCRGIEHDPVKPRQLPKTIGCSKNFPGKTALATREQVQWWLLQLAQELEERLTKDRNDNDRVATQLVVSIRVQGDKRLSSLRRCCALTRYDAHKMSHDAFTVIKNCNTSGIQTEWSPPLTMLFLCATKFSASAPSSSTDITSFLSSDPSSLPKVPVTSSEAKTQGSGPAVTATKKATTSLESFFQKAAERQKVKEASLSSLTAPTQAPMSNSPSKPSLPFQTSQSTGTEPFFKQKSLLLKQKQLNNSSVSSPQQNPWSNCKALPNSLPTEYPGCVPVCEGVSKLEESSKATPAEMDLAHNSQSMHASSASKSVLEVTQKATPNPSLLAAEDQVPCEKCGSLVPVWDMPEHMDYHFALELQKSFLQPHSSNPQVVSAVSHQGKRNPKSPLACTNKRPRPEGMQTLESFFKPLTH
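Fluorescent replication assay: 50 nM final substrate added after a 15 min room-temperature compound preincubation with 10 nM enzyme. Signal taken at 0 min and again at 10 min.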
* = called active by the depositor; ? = inconclusive; nt = no result given; [ ] = remark or other dose. Calls follow the shape of the dose curve; as a rule, active = well fitted curve in the direction sought with a large enough effect; inconclusive = small, poorly fitted or top-dose-only effect, or another doubt; inactive = no such curve, though single readings can be large; an effect the other way counts as inactive or inconclusive. Potency is read from the fitted curve at half-maximal effect. A portion of the library; the hit share may differ from the screen's.

SMILES | JMJD2A Tudor inh | G9a block | APEX1 inh | Pol beta inh | BLM inh | BAZ2B block | POLK inh | POLI inh | Pol eta inh
CC(C)(CNC(=O)c1cc(Cl)c(O)c(Cl)c1)N1CCCCC1 | -6% | 18% | 12% | 5% | -1% | 0% | -11% | 114%[activator] | -2%
COC(=O)c1ccccc1NC(=O)Cc1nc(-c2ccccc2)sc1-c1ccc(C)cc1 | -12%[57.1 µM] | 45µM* | 5% | -13% | -5% | -3% | -3% | 5% | -10%
C[C@@H]1CN(S(=O)C(C)(C)C)[C@@H](CCO)/C1=C\c1ccccc1 (stereo not given in full) | -1% | nt | nt | nt | nt | nt | 0% | 20% | -22%
Cc1cccc(N2CCN(C(=O)n3ccnc3)CC2)c1C | -7% | -30% | 1% | 20% | 1% | 10% | -14% | 36%[activator] | -21%
Oc1c(Cl)cc(Cl)cc1/C=N/Nc1ncc(Br)cn1 | -7% | 5% | -3% | 24% | -2% | -8% | -1% | -25% | -4%
O=C(NCc1ccco1)/C(=C/c1ccc(C(F)(F)F)cc1)c1nc2ccccc2[nH]1 | -24% | 16µM* | 13% | -12% | -10% | -10% | -33% | 17% | 18%
COc1cc(C)nc(SCC(N)=O)n1 | 7% | -5%[12.7 µM] | 16% | 7% | 1% | -5% | 4% | 7% | -11%
COC(=O)c1cc(N2C(=O)C3C4C=CC(CC4)C3C2=O)ccc1Cl (stereo not given) | -9% | 25% | 23% | -9% | -9% | 7% | -14% | ? | -2%
Cn1c(=O)c(=O)n(C)c2cc(S(=O)(=O)N3CCN(c4ccccc4)CC3)ccc21 | -10% | -18%[59 µM] | nt | 38% | -6% | nt | 5% | -8% | 20%
CCC/C(=N\NC(=O)c1cccc(C)c1)c1ccccc1 | 0%[57.1 µM] | 18%[59 µM] | 5% | -20% | -8% | -14% | 0% | 8% | -17%
Cc1ccc(N2C(=O)CC(N3CCSCC3)C2=O)c(C)c1 (stereo not given) | -17% | -6% | 8% | -13% | -2% | -19% | -10% | 11% | 18%
N#Cc1ccc(CSc2ncccn2)cc1 | -8% | -3% | 46%[activator] | -16% | -4% | -22% | -26% | 14% | -29%
Cc1ccccc1C(=O)Nc1ccc2nc(N3CCCCC3)cc(C)c2c1 | -5% | 5%[59 µM] | nt | -1% | -3% | 14% | -18% | -6% | -15%
O=C(CN1C(=O)NC(c2ccccc2)(c2ccccc2)C1=O)NCCNCCO | -14% | 8%[59 µM] | 20% | 12% | -1% | -1% | 2% | 56%[activator] | -11%
Cc1ccc2nc(C)cc(C(=O)Nc3nccs3)c2c1 | -3% | 10% | -3% | 5% | -6% | -9% | 4% | 31%[activator] | -21%
Cc1ccc(N(CC(=O)NC(C)C)C(=O)CCC(=O)Nc2ccccn2)cc1 | 1% | -9% | 15% | 31% | 2% | ? | -3% | 93%[activator] | -18%
CCOC(=O)c1c(-c2cccc(C)c2)csc1NC(=O)C1CC=CCC1C(=O)O (stereo not given) | -1% | 15%[59 µM] | -10% | 0% | -5% | -8% | 3% | -10% | -12%
Cc1cccc(CN2C(=O)[C@@H]3Cc4c([nH]c5ccccc45)C(C)(C)N3C2=O)c1 | ? | nt | nt | nt | nt | nt | -14% | 7% | -25%
COc1ccc(-c2cnc(C)o2)cc1S(=O)(=O)Nc1ccc(C)c(N(C)C)c1 | ? | ? | nt | ? | -3% | 50µM* | -2%[60.1 µM] | -15% | ?
O=C1CSc2ccc(C(=O)NCCc3ccc(Cl)cc3Cl)cc2N1 | -13% | nt | 7% | nt | nt | nt | -21% | 13% | -9%
Cc1cc(NC(=O)c2ccccc2Cl)ccc1NC(=O)c1ccccc1 | -18% | -31%[59 µM] | nt | 7% | -1% | 1% | -5% | -5% | -11%
O=C(OCC1CCCO1)c1ccc2c(c1)N(Cc1c(F)cccc1Cl)C(=O)c1ccccc1S2(=O)=O (stereo not given) | -16% | -27%[59 µM] | nt | 10% | -9% | -9% | 15% | 4% | -22%
O=C(NCC(c1ccco1)N1CCCC1)c1cc(S(=O)(=O)N2CCOCC2)ccc1Cl (stereo not given) | -21% | 7%[59 µM] | 19% | nt | nt | 4% | -1% | -12% | 4%
O=C(NCCCn1ccnc1)C(=O)c1cn(CC(=O)N2CCCCCC2)c2ccccc12 | -9% | -42% | -1% | 3% | -11% | -16% | -5% | 106%[activator] | -9%
N#Cc1ccc(-c2csc(NC(=O)c3ccc(N4C(=O)CCC4=O)cc3)n2)cc1 | 5% | 22%[59 µM] | 2% | 2% | 1% | -19% | 7% | 22% | -7%
SMILES | JMJD2A Tudor inh | G9a block | APEX1 inh | Pol beta inh | BLM inh | BAZ2B block | POLK inh | POLI inh | Pol eta inh
CC(C)NC(=S)N/N=C/c1sc(N2CCCCC2)nc1-c1cccs1 | -22% | -10%[59 µM] | 4% | -2% | -14% | -32% | -7% | -5% | ?
COc1ccc(C2(CNC(=O)c3ccccc3[N+](=O)[O-])CCOCC2)cc1 | -12% | 40µM* | 0% | 7% | 1% | -7% | 0% | 30%[activator] | -10%
Cc1ccc(Nc2ncccc2C(N)=O)cc1[N+](=O)[O-] | -15% | 35µM* | 1% | 3% | 1% | -30% | -2% | 12% | -18%
CN(C)CC[C@@H](c1ccccc1)c1ccccn1 | nt | 11%[21.5 µM] | 1%[21 µM] | nt | 1%[21.4 µM] | nt | -4%[12 µM] | nt | nt
COc1cc(C(=O)N[C@@H](Cc2c[nH]c3ccccc23)C(=O)O)cc(OC)c1OC | -9% | 7%[59 µM] | 28%[12.4 µM] | -7% | 1% | -3% | -6% | 47%[activator] | -18%
COc1ccc2oc(C(=O)N(CC(C)C)C3CCS(=O)(=O)C3)c(C)c2c1 (stereo not given) | -11% | 8%[0.501 µM] | -1% | nt | nt | -3% | -2% | 28% | -16%
CCC(=O)c1ccc(OCC(=O)Nc2ccccc2N2CCCCC2)cc1 | 2% | -12%[12.7 µM] | -8% | 39% | -4% | 3% | 9% | 10% | 3%
Cc1nnnn1-c1ccc(CC(=O)O)cc1 | 1% | -39% | -2% | 0% | 2% | -14% | -4% | 13% | -1%
CC(=O)NC1C(Oc2ccccc2C)OC2COC(c3ccco3)OC2C1O (stereo not given) | 8% | 5%[59 µM] | 6% | 0% | -5% | -33% | -7% | 100%[activator] | -17%
C[C@H]1COC(=O)[C@H](CC(=O)OC(C)(C)C)C/C=C\C[C@@H](CC(=O)NCCO)C(=O)N1 | -8% | nt | -21% | nt | nt | nt | -13% | -1% | 2%
CCOC(=O)c1ccc(-n2c(C)nc3ccccc3c2=O)cc1 | 7% | 17% | 3% | 1% | -2% | 20% | -1% | 19% | -11%
O=C(COC(=O)CNC(=O)c1ccccc1Cl)Nc1ncc(C(F)(F)F)cc1Cl | -2% | -2%[59 µM] | 9% | -3% | 1% | 3% | -6% | 17% | -16%
CCN=C1SC(CC(=O)Nc2ccc(N3CCOCC3)cc2)C(=O)N1CC (stereo not given) | 7% | ? | 3% | 37% | 0% | -8% | -6% | 20% | -19%
Cc1cc(=O)n(C(C)(C)C)c(=O)n1Cc1ccccc1 | 0% | 22%[2.33 µM] | -12% | 43% | -1% | 13% | 8% | -18% | 0%
COc1cc(C(=O)Nc2sc3c(c2C(=O)O)CCC(C)C3)cc(OC)c1OC (stereo not given) | -12% | -6%[2.33 µM] | -8% | 2% | -1% | 5% | -21% | -19% | -10%
O=C(CN1CCN(c2ccccn2)CC1)Nc1cccc(Cl)c1Cl | -8% | 25% | -10% | 37% | -4% | 0% | -4% | 104%[activator] | -13%
Cc1nn(-c2ccccc2)nc1C(=O)NN | -7% | 5% | -1% | -7% | -9% | -11% | 8% | 30%[activator] | -10%
O=C(CSc1nc2ccsc2c(=O)n1Cc1ccccc1Cl)NCc1ccc(Cl)cc1 | -6% | -10%[59 µM] | nt | 8% | -3% | -5% | 7% | 20% | -21%
Cc1ccc(C)c(S(=O)(=O)N2CCN(C(=O)CCC(=O)NCc3ccc(Cl)cc3Cl)CC2)c1 | -14% | nt | nt | nt | nt | nt | -11% | 4% | -2%
O=C(O)C1CCC(CNCc2ccccc2Cl)CC1 (stereo not given) | -3% | -2% | 2% | -20% | 0% | 3% | 4% | 5% | -9%
Cc1ccccc1OCC(=O)OCC(=O)Nc1ccc(N2CCOCC2)cc1 | -15% | -7% | 0% | 0% | -1% | ? | 10% | -2% | -14%
CC(C)CCCN1C(Nc2ccccc2)=NC[C@@H]1CC(C)C | -4% | 7% | -1% | 2% | 2% | -20% | -11% | 16% | -23%
COC(=O)/C(C#N)=C/c1ccc(N2CCOCC2)c([N+](=O)[O-])c1 | -26% | -44% | 1% | 7% | -2% | -24% | -2% | 13% | -3%
Cn1cc(CN2CCCC(C(=O)c3nccn3C)C2)c(-c2cccc(Cl)c2)n1 (stereo not given) | -10% | 8% | 4% | -11% | 1% | 3% | -22% | 15% | 0%
O=C(N/N=C/c1ccc(O)cc1)c1ccc(NC(=O)c2ccccc2Br)cc1 | -21% | 5%[2.33 µM] | -6% | -1% | -8% | -16% | -6% | -5% | -5%
COc1cc(C2C3=C(CC(C)(C)CC3=O)OC3=C2C(=O)CC(C)(C)C3)cc([N+](=O)[O-])c1O | ? | 15%[0.501 µM] | 19% | 36% | -5% | ? | -4% | 10% | -19%
O=C(CNCCO)NC12CC3CC(CC(C3)C1)C2 | -9%[57.1 µM] | -7%[59 µM] | 2% | -7% | -2% | nt | -7% | 17% | -14%
C=CCNC(=O)/C(C#N)=C/c1c(N2CCN(c3cccc(Cl)c3)CC2)nc2c(C)cccn2c1=O | -31% | ? | 29% | 20% | -5% | -23% | 0% | 113%[activator] | -5%
CCOc1ccc(C(=O)NCC(=O)OC2CCOC2=O)cc1OCC (stereo not given) | 12% | -28% | 11% | 11% | 0% | 9% | -5% | 7% | 14%

4 structures from above, sorted by number of heavy atoms, high to low:
SMILES | JMJD2A Tudor inh | G9a block | APEX1 inh | Pol beta inh | BLM inh | BAZ2B block | POLK inh | POLI inh | Pol eta inh
C=CCNC(=O)/C(C#N)=C/c1c(N2CCN(c3cccc(Cl)c3)CC2)nc2c(C)cccn2c1=O | -31% | ? | 29% | 20% | -5% | -23% | 0% | 113%[activator] | -5%
Cn1c(=O)c(=O)n(C)c2cc(S(=O)(=O)N3CCN(c4ccccc4)CC3)ccc21 | -10% | -18%[59 µM] | nt | 38% | -6% | nt | 5% | -8% | 20%
Cc1ccc(N2C(=O)CC(N3CCSCC3)C2=O)c(C)c1 (stereo not given) | -17% | -6% | 8% | -13% | -2% | -19% | -10% | 11% | 18%
O=C(O)C1CCC(CNCc2ccccc2Cl)CC1 (stereo not given) | -3% | -2% | 2% | -20% | 0% | 3% | 4% | 5% | -9%

Screening results from PubChem.
